# L3MBTL1 block – L3MBTL1 (human) inhibition; AlphaScreen L3MBTL1–H3K9me1 peptide binding; 0.66% of 230,000 active; Potency, µM (series often up to 57.1 µM), inactives show at the highest dose activity, negative = inhibition, usual class: inhibitors; further: nearly all actives have a fitted effect of over 60% in size
#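 AlphaScreen assay: L3MBTL1 (50 nM final) was preincubated 30 min at room temperature with biotinylated H3(1-15)K9me1 peptide (75 nM final), then 30 min with library compounds; streptavidin donor and nickel chelate acceptor beads (10 ug/mL final) added, 30 min dark.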
# TR SRC2 fluor cs – counter-screen for TRb-SRC2 inhibitors: fluorescence interference. TRb/SRC2 Texas Red total fluorescence interference. 0.29% of 280,000 active. AID 1479. Potency, µM (top dose mostly 106 µM), inactives show at the top dose fluorescence change, negative = quenching; active means well fitted curve in either direction with a large enough effect; inconclusive means small, poorly fitted or top-dose-only effect
#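 Human TRb ligand-binding domain at 0.6 uM with 20 nM Texas Red SRC2 peptide in Tris buffer containing 1 uM T3 and 5% DMSO, incubated with compound 5 h at ambient temperature. Total fluorescence (555/632 nm) calculated as parallel + 2 × perpendicular.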
# Tau fluor cs – counter-screen for tau fibril formation inhibitors; 0.93% of 280,000 active; tau K18 P301L Alexa594 fluorescence, heparin fibrillization; Potency, µM (series often up to 57.7 µM), for the others: at the highest dose activity change, negative = decrease; further: nearly all actives have a fitted effect of over 55% in size
#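 Human K18 P301L tau (15 uM unlabeled plus 0.24 uM Alexa 594-labeled, final) in 100 mM sodium acetate pH 7 was mixed with compound and 20 uM heparin and incubated 6 hr at 37 C.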
# TRb SRC2 PPI – disrupts binding of human TR beta to SRC2 | P10828 | TRbeta-SRC2 peptide binding, fluorescence polarization; receptor liganded with 1 µM T3 | Potency, µM (highest dose often 106 µM), without a hit: at the highest dose activity change, negative = inhibition, usual class: inhibitors | 0.065% of 280,000 active;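 further: plate controls were bound peptide for no effect and peptide without receptor for full effect; nearly all actives have a fitted effect of over 50% in size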
# Target sequence (P10828 whole entry, looked up): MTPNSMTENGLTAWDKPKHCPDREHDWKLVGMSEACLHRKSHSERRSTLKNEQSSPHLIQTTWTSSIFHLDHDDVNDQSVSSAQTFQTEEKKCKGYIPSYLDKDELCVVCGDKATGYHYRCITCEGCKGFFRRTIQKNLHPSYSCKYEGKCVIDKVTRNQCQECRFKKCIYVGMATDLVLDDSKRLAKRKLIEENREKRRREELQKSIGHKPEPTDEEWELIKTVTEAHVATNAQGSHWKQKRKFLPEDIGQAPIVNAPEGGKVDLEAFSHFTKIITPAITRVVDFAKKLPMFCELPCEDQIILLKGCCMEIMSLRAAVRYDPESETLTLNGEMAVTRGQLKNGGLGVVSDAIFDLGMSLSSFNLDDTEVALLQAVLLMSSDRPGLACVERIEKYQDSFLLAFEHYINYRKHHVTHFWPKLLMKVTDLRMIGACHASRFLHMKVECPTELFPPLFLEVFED
#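 Quantitative HTS by FP: 0.6 uM TRb LBD, 20 nM labeled SRC2 20-mer, 1 uM T3, 5% DMSO; 5 hr ambient incubation; % activity per concentration and potencies from concentration series.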
# ALDH1A1 block – inhibitors of human aldehyde dehydrogenase 1A1. 7.3% of 220,000 active. Purified ALDH1A1, NADH fluorescence, propionaldehyde substrate. Potency, µM (series often up to 75.3 µM), inactives show top-dose activity, negative = inhibition, usual class: inhibitors. P00352; active means well fitted inhibition curve with a large enough effect, not every such curve was filed as active; inconclusive means small, poorly fitted or top-dose-only effect, or another doubt; inactive means no such curve, though single readings can be large or run the other way;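 further: plate controls were no enzyme wells and a reference inhibitor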
# Target sequence (P00352 whole entry, looked up): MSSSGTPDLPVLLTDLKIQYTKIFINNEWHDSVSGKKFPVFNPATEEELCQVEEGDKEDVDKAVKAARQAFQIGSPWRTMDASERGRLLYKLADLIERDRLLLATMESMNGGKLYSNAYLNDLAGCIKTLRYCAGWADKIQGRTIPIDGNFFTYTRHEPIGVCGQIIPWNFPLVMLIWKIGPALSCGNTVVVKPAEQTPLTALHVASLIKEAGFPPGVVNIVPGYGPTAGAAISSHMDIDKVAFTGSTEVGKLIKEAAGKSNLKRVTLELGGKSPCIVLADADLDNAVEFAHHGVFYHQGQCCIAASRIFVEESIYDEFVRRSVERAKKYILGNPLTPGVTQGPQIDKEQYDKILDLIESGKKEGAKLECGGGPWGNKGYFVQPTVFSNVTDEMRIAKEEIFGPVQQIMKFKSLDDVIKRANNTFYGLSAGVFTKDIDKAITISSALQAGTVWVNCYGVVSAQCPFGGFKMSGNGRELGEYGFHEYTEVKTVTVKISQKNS
# Tau fibril FP – tau fibrillization inhibition (FP); K18 P301L tau heparin fibrillization, Alexa594 FP, 6 h; Potency, µM (top dose mostly 57.7 µM), without a hit: at the highest dose activity, negative = inhibition, most hits filed as inhibitors; 0.39% of 280,000 active; further: nearly all actives have a fitted effect of over 55% in size
# Target sequence (P10636 561-689 P618L limits assumed): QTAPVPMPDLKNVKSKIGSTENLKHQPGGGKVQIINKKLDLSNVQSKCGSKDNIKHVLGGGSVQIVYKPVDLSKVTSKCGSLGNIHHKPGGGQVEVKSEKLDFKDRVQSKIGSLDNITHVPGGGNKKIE
#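 Human tau K18 […] P301L fragment, 15 uM unlabeled plus 0.24 uM Alexa 594-labeled tau (final), with compound and 20 uM heparin in 100 mM sodium acetate pH 7; 6 hr at 37 C, then Alexa 594 FP read.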
# Tau ThT inhib – blocks human tau fibril formation measured by thioflavin T | 2.1% of 270,000 active | P10636 | recombinant tau K18 P301L (four-repeat tau fragment), heparin-induced fibrillization, ThT fluorescence | Potency, µM (top dose mostly 57.4 µM), without a hit: top-dose activity, negative = inhibition, most hits filed as inhibitors; further: nearly all actives have a fitted effect of over 55% in size
#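 Heparin-induced fibrillization of the P301L-mutant K18 repeat-domain fragment of human tau was followed by ThT binding in quantitative high-throughput format.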
# GLA spleen mod – inhibits or activates alpha-galactosidase in human spleen homogenate; P06280; 0.008% of 240,000 active; human spleen homogenate, 4MU-alpha-Gal fluorescence, 40 min; Potency, µM (top dose mostly 80 µM), for inactives: at the highest dose activity change, negative = inhibition, most hits filed as inhibitors;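 further: 0% = enzyme with vehicle and -100% = no enzyme basal signal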
#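 Human spleen homogenate (1 ug) as enzyme source, 4-methylumbelliferyl-alpha-D-galactopyranoside 1 mM final, citrate/phosphate pH 5.0 with 0.01% Tween-20. Compounds 40 min at 37C, NaOH/glycine stop; fluorescence Ex 365/Em 440, Hill-fit AC50.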
# * = called active by the depositor; ? = inconclusive; · = no result given; [ ] = another dose, or the depositor's remark. Unless noted, the call rests on the fitted dose curve; in most records, active means well fitted curve in the direction sought with a large enough effect; inconclusive means small, poorly fitted or top-dose-only effect, or another doubt; inactive means no such curve, though single readings can be large; an effect the other way counts as inactive or inconclusive. Unless noted, on the % scale 0 is the no-effect control and ±100 the full control effect; potency means the concentration at half of the fitted maximal effect.
SMILES,L3MBTL1 block,TR SRC2 fluor cs,Tau fluor cs,TRb SRC2 PPI,ALDH1A1 block,Tau fibril FP,Tau ThT inhib,GLA spleen mod
CC1SCC(=O)N(CC(=O)Nc2ccc3c(c2)OCCO3)C1=O (centres undefined),-5%,-6%,10%,2%,?,11%,5%,2%
CCOC(=O)C1=C(CSc2nc(CC)c(C)cc2C#N)OC(N)=C(C#N)C1c1ccc(OC)cc1 (centres undefined),1%,2%,-14%,16%,?,2%,-12%,0%
Cc1cc(C)c(C(=O)/C=C/c2cccs2)c(=O)[nH]1,4%,0%,5%,5%,-1%,-8%,2%,-9%
CCOC(=O)CC1C(=O)NCCN1C(=O)Nc1ccccc1 (centres undefined),7%,0%,3%,-6%,7%,1%,0%,-10%
CCn1c(C)c(CCC(=O)O)c(=O)n2nc(-c3ccccc3OC)cc12,-1%[11.4 µM],-3%,14%,6%,?,2%,3%,-1%
CC1(C)c2ssc(=S)c2-c2ccccc2N1C(=O)c1ccco1,-7%,1%,-27%,5%,0%,-2%,?,4%
COc1ccc2c3c([nH]c2c1)C(C)N(C(C)=O)CC3 (centres undefined),·,-1%,-5%,-5%,·,-1%,-11%,11%
O=C(/C=C/c1ccccc1)N1CCN(Cc2cc(=O)n3nc(-c4ccccc4)sc3n2)CC1,·,-3%,12%,-7%,·,5%,?,·
CCc1ccc(NC(=O)C2CCCN(S(=O)(=O)c3cccc4cccnc34)C2)cc1 (centres undefined),·,-1%,-18%,-4%,·,-4%,-1%,·
Cc1nc(S(=O)(=O)N(C)Cc2ccccc2)c(C#N)c(C)c1Cl,2%,-3%,-3%,-12%,-7%,-6%,-1%,-5%
COc1ccc(/C=N/OCC(=O)N(Cc2ccc(OC)cc2)c2ccccc2C(=O)O)cc1,2%,-1%,0%,-1%,-9%,5%,-3%,0%
CC(C)(C)c1ccc(OCc2nc3ccccc3n2CCOc2ccccc2)cc1,·,3%,-21%,-3%,·,-5%,?,·
Brc1cccc(-c2nn(-c3ccccc3)c3c2cnc2cc4c(cc23)OCO4)c1,·,-2%,-18%,2%,·,-8%,-9%,·
Cn1cnc(S(=O)(=O)N2CCC(C(=O)Nc3ccc(F)cc3F)CC2)c1,·,0%,5%,0%,·,-5%,7%,·
c1ccc(C2Nc3ccccc3Oc3ccccc32)cc1 (centres undefined),-5%,0%,?,-24%,-9%,-1%,?,-8%
O=S(=O)(c1ccccc1)n1cc(-c2ccccn2)c(N2CCOCC2)n1,-22%,-1%,-1%,-4%,7%,0%,1%,-1%
CCOC(=O)c1[nH]c(C)c(C(=O)Nc2ccc3c(c2)OCCO3)c1C,19%,-1%,-2%,-16%,-10%,6%,-8%,1%
Cc1ccc(SCc2cn3cc(Cl)ccc3n2)cc1,10%,-2%,-10%,0%,·,-2%,-21%,4%
CC(C)OC(=O)CSc1ncnc2c1cnn2-c1ccccc1,43%[activator],1%,-3%,-15%,?,-10%,-8%,6%
CCS(=O)(=O)N1CCN(c2ccccc2)CC1,7%,-1%,-11%,8%,·,-1%,-12%,-1%
COc1ccc(CC(=O)NC2CC(=O)N(c3cccc(F)c3)C2)cc1OC (centres undefined),·,0%,-1%,2%,·,-6%,0%,·
COCCCn1c(SCC(=O)Nc2cccc(C(=O)OC)c2)nnc1-c1ccncc1,1%,0%,-4%,-5%,12%,0%,-10%,3%
O=C(Nc1ccc(Oc2cccc(C(F)(F)F)c2)nc1)c1ccco1,3%,-4%,8%,-6%,40µM*,-7%,1%,-14%
CCOC(=O)c1ccccc1NC(=O)Cc1sc(-c2cccnc2)nc1-c1ccc(C)cc1,-7%,-2%[53 µM],-7%,1%[53 µM],?,-5%,-5%,-5%
COc1ccc(-c2[nH]ncc2CN(C)Cc2cccnc2)c(OC)c1,-2%,-4%,-1%,0%,-11%,6%,-6%,-4%
CCOC(=O)C1=C(N)N(c2ccccc2)C(=O)C1,·,-3%,-6%,-15%,?,3%,-17%,9%
CN1C(=O)CC(N2CCN(c3ccc(Cl)cc3)CC2)C1=O (centres undefined),5%,-1%,1%,15%,2%,1%,11%,3%
CC(C)Cc1nn2c(=O)cc(COC(=O)c3ccccc3NC(=O)C3CCCCC3)nc2s1,·,-1%,-6%,-9%,·,9%,-11%,·
CC(C)OCCCNC(=O)c1cn(C)c2ccc(S(=O)(=O)N3CCCCCC3)cc2c1=O,·,0%,-21%,3%,·,-2%,-13%,·
CCCN1C(=O)C2C(C(=O)Nc3cccc(OC)c3)C3C=CC2(O3)C1C(=O)NC1CCCCC1 (centres undefined),-1%,1%,-10%,1%,-6%,9%,-16%,0%
CCOc1cccc(-c2nc3ccccc3c(=O)o2)c1,·,-27%,-12%,-4%,·,-4%,-12%,·
CCOc1nc(Nc2ccc(OC)cc2)nc(OCC)n1,·,-4%,-6%,1%,-1%,6%,-11%,1%
CCn1c(-c2ccccc2)c(C(=O)CCl)c2ccccc21,·,-2%,-7%,4%,6.3µM*,10%,?,-5%
CC(C)n1c2ccccc2c2cc([N+](=O)[O-])ccc21,-1%,2%,-9%,4%,2%,-8%,-5%,2%
CCOc1ccc(NC(=O)c2cc3c(=O)n(C)c4ccccc4c3n2C)cc1,·,-1%,-1%,8%,?,-5%,5%,7%
O=C(Cn1nc(C(F)(F)F)c2c1CCC2)NC1CCCCC1,1%,4%,-1%,-12%,4%,0%,1%,6%
O=C(N/N=C/c1ccccn1)c1cccc(S(=O)(=O)N2CCCC2)c1,·,-1%,8%,7%,·,-3%,-1%,7%
C=CCn1c(SCC(=O)Nc2cc(C)on2)nnc1C1COc2ccccc2O1 (centres undefined),·,-1%,-9%,-11%,-1%,4%,-15%,-4%
CC(=O)n1cc([C@H]2C=C(C(=O)N3CCN(Cc4ccc5c(c4)OCO5)CC3)O[C@@H](OCCCCO)C2)c2ccccc21,-13%,0%,-1%,-3%,-6%,5%,-15%,3%
CCCCOc1ccc(C(C)NC(=O)CCS(=O)(=O)Cc2ccc(Cl)cc2)cc1 (centres undefined),13%,-12%,0%,-2%,12%,-7%,0%,2%
CNC(=S)N(Cc1ccc(OC)cc1)C1CC(=O)N(c2ccc(OC)cc2)C1=O (centres undefined),27%,2%,-13%,4%,-14%,-3%,0%,-7%
Cc1cc(C)nc(-n2cc(C(=O)c3cc(F)ccc3O)cn2)n1,2%,-2%,3%,4%,10µM*,1%,-11%,2%
CC(C)OC(=O)c1c(NC(=O)c2cc3nc(-c4ccccc4)cc(C(F)(F)F)n3n2)sc2c1CCCC2,·,?,-14%,3%,·,-6%,?,·
COc1cccc(CNC(=O)CCC2CCCN(C(=O)c3cc(C4CC4)[nH]n3)C2)c1 (centres undefined),-2%,-4%,-3%,-10%,?,-2%,-6%,-3%
CC1CC(C)CN(C(=O)CNS(=O)(=O)c2ccc(Br)s2)C1 (centres undefined),7%,-1%,-1%,0%,-2%,-2%,1%,-8%
Cn1cc(S(=O)(=O)c2ccccc2)c(=O)c2cc(F)c(N3CCOCC3)cc21,·,-5%,0%,-2%,·,1%,1%,·
COc1ccccc1S(=O)(=O)Cc1ccc(C(=O)N2CCN(c3ccccc3)CC2)o1,-4%,1%,-14%,-13%,-15%,3%,-6%,-5%
O=C(NCCNc1ccc([N+](=O)[O-])cc1)c1ccccc1Br,-9%,2%,-10%,-1%,?,11%,?,-13%

# An excerpt from above in order of SMILES length, falling:
SMILES,L3MBTL1 block,TR SRC2 fluor cs,Tau fluor cs,TRb SRC2 PPI,ALDH1A1 block,Tau fibril FP,Tau ThT inhib,GLA spleen mod
CC(C)OC(=O)c1c(NC(=O)c2cc3nc(-c4ccccc4)cc(C(F)(F)F)n3n2)sc2c1CCCC2,·,?,-14%,3%,·,-6%,?,·
Cn1cc(S(=O)(=O)c2ccccc2)c(=O)c2cc(F)c(N3CCOCC3)cc21,·,-5%,0%,-2%,·,1%,1%,·
CC1CC(C)CN(C(=O)CNS(=O)(=O)c2ccc(Br)s2)C1 (centres undefined),7%,-1%,-1%,0%,-2%,-2%,1%,-8%

# The list goes on.
SMILES,L3MBTL1 block,TR SRC2 fluor cs,Tau fluor cs,TRb SRC2 PPI,ALDH1A1 block,Tau fibril FP,Tau ThT inhib,GLA spleen mod
CC(CCc1ccccc1)NCC(O)COc1ccccc1 (centres undefined),-5%,-2%,-6%,5%,?,-4%,-3%,-5%
Cc1ccc(C(=O)COC(=O)c2ccccc2N2C(=O)C3C4CCC(C4)C3C2=O)cc1C (centres undefined),-1%,2%,-2%,-15%,-4%,5%,-3%,5%
CCC(C)N1CCCCC1C(=O)Nc1c(C)cc(C)cc1C (centres undefined),13%,-2%,-4%,1%,6%,-7%,-9%,3%
COc1cccc(NC(=O)c2ccccc2-c2nc(-c3cccc(C)c3)no2)c1,0%,-3%,?,10%,?,?,-15%,6%
COc1ccc(Nc2nc(NCC3CCCO3)c3ccccc3n2)c(OC)c1 (centres undefined),?,2%,-24%,-3%,-10%,8%,-16%,0%
Cn1nnnc1SCC(=O)Nc1cccc([N+](=O)[O-])c1,18%,-2%,-4%,-8%,?,-1%,1%,-9%
CCOC(=O)c1ccc(NC(=O)CSc2nnc(COc3ccccc3OC)n2CC)cc1,1%,2%,2%,-1%,0%,0%,?,10%
O=C(NCc1cccc(Cl)c1)NCc1cccc(Cl)c1,6%,1%,2%,2%,6%,-5%,3%,10%
CCOC(=O)c1c(Nc2cccc(O)c2)nnc(-c2ccccc2)c1-c1ccccc1,·,-1%,?,7%,·,4%,?,·

# 3 entries from above, bar-delimited:
Structure | L3MBTL1 block | TR SRC2 fluor cs | Tau fluor cs | TRb SRC2 PPI | ALDH1A1 block | Tau fibril FP | Tau ThT inhib | GLA spleen mod
CCOC(=O)c1ccc(NC(=O)CSc2nnc(COc3ccccc3OC)n2CC)cc1 | 1% | 2% | 2% | -1% | 0% | 0% | ? | 10%
O=C(NCc1cccc(Cl)c1)NCc1cccc(Cl)c1 | 6% | 1% | 2% | 2% | 6% | -5% | 3% | 10%
CCOC(=O)c1c(Nc2cccc(O)c2)nnc(-c2ccccc2)c1-c1ccccc1 | · | -1% | ? | 7% | · | 4% | ? | ·

# Molecules shown so far that have a COOH group, in the order listed:
SMILES,L3MBTL1 block,TR SRC2 fluor cs,Tau fluor cs,TRb SRC2 PPI,ALDH1A1 block,Tau fibril FP,Tau ThT inhib,GLA spleen mod
CCn1c(C)c(CCC(=O)O)c(=O)n2nc(-c3ccccc3OC)cc12,-1%[11.4 µM],-3%,14%,6%,?,2%,3%,-1%
COc1ccc(/C=N/OCC(=O)N(Cc2ccc(OC)cc2)c2ccccc2C(=O)O)cc1,2%,-1%,0%,-1%,-9%,5%,-3%,0%

# Screens (PubChem BioAssay)

# Random draw from the library. About 8.5% of those tested had a hit in this group.
